# Screening results as filed in PubChem BioAssay.
# G6PDH CS = L. mesenteroides G6PDH inhibition counter-screen. Purified L. mesenteroides G6PDH, diaphorase/resazurin coupled fluorescence, 45 min. inhibition, % at 5 µM. 0.12% of 200,000 active; in the data active means inhibition above about 50%
# TNAP act hiacc = increases human TNAP activity under high phosphate acceptor concentration; purified TNAP, CDP-star luminescence, 1 M DEA, 30 min; active compounds read high; 0 = EDTA background, 1 = DMSO-only activity; activation factor at 20 µM; 200,000 tested, under 10 active; AID 1136;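 active means activation factor at least 2 at 20 µM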
#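 Test system – human TNAP · Doses – 20 µM single point · Incubation – 30 min, room temperature · Signal – luminescent substrate turnover signal · Read-out basis – activation factor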
# PMI act hi M6P = PMI (human) activation, high substrate. 0.34% of 190,000 active. activation factor at 20 µM. coupled PMI enzyme assay, resazurin fluorescence, 20 min; active compounds read high; 1 = untreated enzyme, 0 = substrate-free blank. P34949;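 active means activation factor of 2 or more at 20 µM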
# Target sequence (P34949 whole entry, looked up): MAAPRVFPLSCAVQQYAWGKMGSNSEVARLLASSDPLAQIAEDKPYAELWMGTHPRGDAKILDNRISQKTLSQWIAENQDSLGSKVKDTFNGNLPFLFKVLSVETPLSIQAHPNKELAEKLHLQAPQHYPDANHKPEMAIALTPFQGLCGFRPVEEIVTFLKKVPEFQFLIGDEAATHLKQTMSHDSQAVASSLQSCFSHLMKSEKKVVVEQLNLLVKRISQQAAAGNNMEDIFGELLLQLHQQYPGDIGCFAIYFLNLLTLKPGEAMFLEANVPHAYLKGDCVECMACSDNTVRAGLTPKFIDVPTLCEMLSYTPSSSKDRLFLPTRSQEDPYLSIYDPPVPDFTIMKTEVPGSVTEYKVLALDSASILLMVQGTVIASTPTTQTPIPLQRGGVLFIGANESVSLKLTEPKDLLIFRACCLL
#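 Technique: Diaphorase-driven resazurin-to-resorufin fluorescence, excitation 544, emission 590 nm | Assay system: Human PMI in coupled enzyme assay | Times: Enzyme reaction with compound 20 min at room temperature | Medium: HEPES-buffered pH 7.4 with magnesium and detergent | Reagent: Mannose-6-phosphate 1.0 mM (near-saturating) plus 0.22 mM NADP+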
# HMGR II inh = inhibitors of class II HMG-CoA reductase from Enterococcus faecalis. purified E. faecalis HMGR, NADPH absorbance 340 nm kinetic. inhibition, % at 10 µM. 0.41% of 190,000 active;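 active means inhibition above a set limit, the median over all tested compounds plus 3 SD, cut at about 9.5% in these data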;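 further: enzyme runs in reverse so mevalonate oxidation gives rising NADPH absorbance; 0% = complete reaction with DMSO and 100% = background rate lacking mevalonate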
# TNAP inh no acc = blocks human TNAP activity with no phosphate acceptor present; P05186; purified TNAP, CDP-star luminescence, 30 min; inhibition, % at 20 µM; 0.26% of 200,000 active; AID 1012;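 active means tissue-nonspecific alkaline phosphatase inhibition above about 50% at 20 µM in the single-dose screen, limit read from the data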;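 further: 0% = DMSO negative control and 100% = EDTA positive control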
# Diaph inh CS = counter-screen for diaphorase-based assays: diaphorase inhibitors and chemical oxidizers; 0.69% of 190,000 active; inhibition, % at 20 µM; diaphorase resazurin-to-resorufin fluorescence, NADH, 16 min; bacterial (C. kluyveri) enzyme, not human; AID 1217;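 active means primary screen inhibition at 20 µM above a set limit, cut at about 50% in these data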;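 further: plate controls were DMSO with full reaction for no effect and wells lacking NADH for full effect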
#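 Test system: Clostridium kluyveri diaphorase enzyme / Quantity: diaphorase at 0.14 U/mL in enzyme working solution / Incubation: 16-min room-temperature incubation before reading / Benchmarks: NADH-free wells as positive control, DMSO-only neutral wells / Signal: resorufin fluorescence 544/590 nm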
# FLuc stim CS = firefly luciferase counter-screen for stimulation assays; ATPlite luciferase biochemical, luminescence, 10 min; 0 = ATP-free wells, 1 = DMSO control; AID 1027; 200,000 tested, under 10 active; activation factor at 10 µM;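 active means luciferase activation factor, scaled between plate controls, of at least 2 with compound at 10 µM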
# Target sequence (P08659 whole entry, looked up): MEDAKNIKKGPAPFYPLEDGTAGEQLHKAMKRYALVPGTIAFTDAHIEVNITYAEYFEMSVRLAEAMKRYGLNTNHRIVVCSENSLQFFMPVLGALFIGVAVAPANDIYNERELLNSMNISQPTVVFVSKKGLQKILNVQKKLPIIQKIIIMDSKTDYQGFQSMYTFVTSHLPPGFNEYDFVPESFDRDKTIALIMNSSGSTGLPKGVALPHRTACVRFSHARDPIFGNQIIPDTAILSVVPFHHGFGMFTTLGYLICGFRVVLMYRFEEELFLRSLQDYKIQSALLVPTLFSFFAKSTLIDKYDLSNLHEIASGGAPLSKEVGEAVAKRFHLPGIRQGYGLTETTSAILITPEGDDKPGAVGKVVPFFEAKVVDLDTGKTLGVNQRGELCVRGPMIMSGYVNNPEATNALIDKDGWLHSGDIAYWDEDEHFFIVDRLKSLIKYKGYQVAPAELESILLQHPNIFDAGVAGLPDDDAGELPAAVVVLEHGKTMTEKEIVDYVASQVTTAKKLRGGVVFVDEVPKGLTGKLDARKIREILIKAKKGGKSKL
#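 System: cell-free luciferase reagent; medium: PBS as buffer for the ATP substrate; doses: test compounds dosed from 2 mM stocks in 100% DMSO; incubation: 10 min, room temperature; measured by: luminescence from luciferase reaction; read-out: luciferase activation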
# Diaphorase act = activates diaphorase or chemically reduces, flagging diaphorase assay artifacts | AID 1229 | 0.005% of 190,000 active | activation factor at 20 µM | Diaphorase/resazurin coupled assay, resorufin fluorescence, 16 min; active compounds read high; 1 = vehicle wells, 0 = NADH-free wells;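 active means diaphorase activity raised at least twofold by the compound at 20 µM; inactive means activation factor below 2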
#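 Material: Clostridium kluyveri diaphorase, purified enzyme; Quantity: enzyme 0.07 U/mL final; Medium: HEPES pH 7.4 buffer with MgCl2 and Tween 20; Dosing: single compound dose of 20 µM, 1% DMSO final; Schedule: 16 min reaction at room temperature; Measured by: red resorufin fluorescence at 544/590 nm excitation/emission.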
# PMI activator = increases human mannose-6-phosphate isomerase activity. purified human PMI, coupled resazurin fluorescence, 20 min; active compounds read high; 1 = vehicle control, 0 substrate-free wells. activation factor at 20 µM. 0.005% of 190,000 active;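 active means activation factor of 2 or more at 20 µM, relative to plate controls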
# TNAP inh hiacc = blocks human TNAP under high phosphate acceptor concentration | purified TNAP, CDP-star luminescence, 1 M DEA | AID 1135 | 0.03% of 200,000 active | inhibition, % at 20 µM;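 active means over 50% inhibition of tissue-nonspecific alkaline phosphatase at 20 µM in the single-dose screen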;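 further: plate controls were DMSO wells for no effect and EDTA-quenched wells as full inhibition for full effect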
# * = called active by the depositor; & = joins results of further samples. This is a random part of the collection; about 1.7% have a hit in one of these screens.
SMILES,G6PDH CS,TNAP act hiacc,PMI act hi M6P,HMGR II inh,TNAP inh no acc,Diaph inh CS,FLuc stim CS,Diaphorase act,PMI activator,TNAP inh hiacc
CC(C)C(=O)Nc1ccc(C(=O)NCc2cccnc2)cc1,4,1,1.3,-3,-12,10,1.1,0.9,1.2,-4
NC(=S)Nc1cccc2[nH]ncc12,1,1,0.8,-5,-7,14,1,0.9,0.9,-4
CCOc1ccc(C(=O)N[C@H](C(=O)Nc2ccc(OC)c(S(=O)(=O)N3CCOCC3)c2)C(C)C)cc1,19,1,0.9,-2,-19,13,1,0.9,0.9,-4
Cc1ccc(-c2nnc(N3CCN(C(=O)CN4CCOCC4)CC3)c3ccccc23)cc1,-29,1,1,-6,-14,11,1,0.9,0.9,-3
CCOC(=O)N1CCC(N2CCN(S(=O)(=O)c3ccc(Cl)cc3)CC2)CC1,17,1.1,1,-1,-7,17,1,0.8,0.9,-5
Fc1ccc(NC(=S)Nc2cccnc2)c(Cl)c1,0,1,1,-1,3,7,1,0.9,1,0
O=c1/c(=C\c2cccn2-c2ccccc2)sc2nc3ccccc3n12,4,1,1.1,1,-6,-10,1,1.1,1,2
Cc1c(CN(C)CCc2ccccc2)c(=O)n(-c2ccccc2)n1C,4,1.1,1.1,0,-15,2,1,1,1,-6
CC(=O)N(NC(=O)c1ccccc1Cl)C1CC(=O)N(c2ccc(C)cc2)C1=O (stereo unspecified),5,1,1,-8,-1,4,1.1,1,1.1,-4
Cc1cc(=O)oc2cc(OC(=O)CCCCCN3C(=O)c4ccccc4C3=O)ccc12,1,1,1,-2,-2,10,1,0.9,1,-2
CCCn1nnc(NC(=S)NC(=O)C(C)(C)C)n1,14,1,1,0,1,12,1,0.9,0.9,0
O=C(Nc1ccc2c(c1)OCCO2)c1ccccc1F,6,1,1,-1,-13,0,0.2,1,1,0
CCCOc1ccccc1NC(=O)c1ccc(N)cc1,-6,1,0.9,-7,-6,11,1,0.9,0.9,0
COc1cc(OC)c(OC)cc1/C=C1\CCC(C2CCCC2)C1=O (stereo unspecified),2,1,0.6,-10,-6,15,1,0.9,0.9,1
CC1=NNC(=O)C1CC(=O)N/N=C(\C)c1ccco1 (stereo unspecified),-4,1,1,-1,-7,7,1,0.9,1,2
O=C(NC1CCN(Cc2ccccc2)CC1)c1ccc(Cn2c(=S)[nH]c3ccc(N4CCOCC4)cc3c2=O)cc1,-3,0.9,0.9,-1,2,0,1,1,1,7
Cc1cc(Br)c(NC(=O)CN(C)CCOc2ccccc2)c(Br)c1,4,1,0.9,0,-19,16,1,0.8,0.9,-2
COc1ccc(OC)c(NC(=O)c2sc3nc(Cc4ccccc4)cc(C(F)(F)F)c3c2N)c1,3,1,1,-3,-7,6,1,0.9,0.9,-3
CCN1CCN(S(=O)(=O)c2cccc(S(=O)(=O)N3CCOCC3)c2)CC1,-2,1,1,-9,-2,10,1,0.9,0.9,2
Cc1ccc(CN2C(=O)CCC2C(=O)NC2CCCC2)cc1 (stereo unspecified),17,1,0.9,-3,-12,7,1,0.9,0.9,-3
Cc1ccc(-n2c(CNc3ccc(F)cc3)nnc2SCC(=O)O)cc1,11,1,1.1,0,-8,-10,1,1.1,1.1,-3
COc1ccc(CN2CC(C(=O)NCCCOC(C)C)CC2=O)cc1 (stereo unspecified),4,1,1,3,-12,19,1,0.8,0.9,-3
C=CCc1ccccc1OCC(O)CN1CCN(Cc2ccc3c(c2)OCO3)CC1 (stereo unspecified),-12&0,1&1,1&1.1,-3&-3,-6&-1,7&2,1.1&1,0.9&1,1&1.1,0&3
O=C(c1ccccc1S(=O)(=O)NCc1ccccc1)N1CCCC1,10,1,0.9,-5,-9,13,1,0.9,0.9,2
Nc1nnc(COc2ccccc2)s1,11,1,0.9,0,-13,10,1,0.9,0.9,-1
O=C(CSc1nnc(COc2cccc3ccccc23)o1)N1CCN(C(=O)c2ccco2)CC1,3,1,0.9,-1,-3,17,1,0.8,0.9,0
Cc1ccc(S(=O)(=O)N(C)c2c(C)ccc(S(=O)(=O)N3CCN(C=O)CC3)c2C)cc1,9,1,1,0,-13,1,1,1,0.9,1
COC(=O)Nc1ccc2c(c1)N(C(=O)CCN1CCN3CCCC3C1)c1ccccc1CC2 (stereo unspecified),-2&4,1.1&1,1&1.1,-2&-9,-15&0,22&-13,1.1&1,0.8&1.1,0.9&1.3,-6&-1
O=[N+]([O-])c1ccc(N2CCCCC2)c(Cl)c1N1CCCCC1,0,1,0.9,-1,-5,20,1.1,0.8,0.8,-1
Cc1ccc(C(=O)O)cc1-c1ccc(/C=C2/NC(=O)N(c3ccccc3)C2=O)o1,9,1,1.5,-5,5,40,1,0.6,1.2,3
CC(=O)Nc1c(O)nc(SCC(=O)N2CCN(c3ccc(F)cc3)CC2)[nH]c1=O,0,1,1,-7,-5,-8,1,1.1,1,2
O=C(NCc1ccc(F)cc1)Nc1cccc(Cl)c1,-6,1.1,1,-3,-10,7,1,0.9,1,-6
COc1cc2c(O)c3c(c(-c4ccc5c(c4)OCO5)c2cc1OC)C(=O)OC3,10,1,0.9,1,0,18,1,0.8,1,-3
Cc1cccc(NC(=O)Cn2nnc3ccccc32)c1,2,1,1.1,-8,-13,-5,1,1.1,1.1,-3
CCS(=O)(=O)N1CCC(C(=O)c2ccc(Cl)cc2)CC1,0,1,1.1,-2,-2,-11,1,1.1,1.1,4
COC(=O)c1cccc(NC(=O)CN(c2ccc3c(c2)OCO3)S(C)(=O)=O)c1C,43,1.1,0.9,-4,-11,4,1,1,0.9,-9
Cn1cccc1/C=C(\C#N)c1ccccc1,5,1,1,-1,-12,16,1,0.8,1,-2
CCOc1cc(/C=N/NC(=O)C(=O)NC)cc(Br)c1O,10,1,1,-5,-16,2,1,1,0.9,1
COc1cc(OC)c(OC)cc1CN1CCCC(C(=O)N2CCCCC2)C1 (stereo unspecified),0,0.9,0.9,-1,-3,15,1,0.8,0.9,7
COc1ccc(-c2c(C#N)c(C)nc3c2C(=O)c2ccccc2-3)cc1,5,1,1.1,2,-11,-11,1,1.1,1,-2
COc1ccc(-c2csc(NC(=S)NC(=O)c3cccs3)n2)cc1OC,-28,0.9,0.9,-6,6,59*,1,0.4,0.8,8
CCn1c(SCC(=O)N2CCCc3ccccc32)nnc1-c1ccoc1C,4,1,1,-6,-6,10,1.1,0.9,1,-1
Cc1ccc(OCCN2C(=O)OC(C)(C)C2(C)O)cc1 (stereo unspecified),3,1,1,4,-4,1,1,1,1,2
O=C(O)Cc1ccc(C(=O)c2ccccc2F)s1,13,1.1,1.4,-8,-22,-2,1,1,1.3,-7
O=C(Nc1ccc(NC(=O)c2cccs2)cc1Cl)c1ccco1,4,1,0.9,-2,-10,17,1,0.8,1,2
Cn1c(=O)oc2cc(S(=O)(=O)N3CCN(Cc4ccc5c(c4)OCO5)CC3)ccc21,5,1,0.9,2,5,18,1.1,0.8,1.1,-3
CCNC(=O)NCCc1c[nH]c2ccc(Cl)cc12,5,1,1.1,1,-7,-6,0.9,1.1,1.1,-2
O=C(Cn1nc(-c2ccccc2)c2ccccc2c1=O)NCCN1CCOCC1,2,1,0.9,-1,-6,11,1,0.9,0.9,-1
Cc1ccc(NC(=O)CSc2nnc(CNC(=O)c3ccccc3F)o2)cc1,-3,1,1,-1,-9,-12,1,1.1,1.1,-1
O=C(NCc1cccc(Cl)c1)c1cccc(C(F)(F)F)c1,1,1.1,0.9,2,1,19,1.1,0.8,0.9,-6
Cc1cccc(C)c1N1C(=O)c2ccccc2C1=O,-3,1.1,1,2,-11,11,1,0.9,1,-6
COC(=O)c1nc(NC(=O)c2ccccc2Br)n[nH]1,-1,1.1,1.1,-2,-9,6,1,0.9,1.1,-6
CC(C)(C)c1ccccc1NC(=O)Cn1c(=O)cnc2ccccc21,0,1,1,0,-4,19,1.1,0.8,1,-4
Cc1ccc(C(=O)Nc2ccccc2C(=O)N2CCCC2)cc1[N+](=O)[O-],-2,1.1,0.9,2,-12,14,1,0.9,1,-6
COc1ccc(NC(=O)CSc2nnc(C3CC3)n2C)cc1,0,1.1,1,-4,-10,3,1,1,1,-6
Cc1noc(NS(=O)(=O)c2ccc(N/C=C/C(=O)c3ccncc3)cc2)c1C,4,1,1.1,3,-2,12,1.1,0.9,1.1,2
COc1ccc(CNCC(O)COc2cccc3c2OC(C)(C)C3)cc1 (stereo unspecified),0,1,1,-1,-9,6,1,0.9,1,-4
O=C(Cn1cnc2ccccc2c1=O)Nc1ccc2c(c1)OCCO2,2,1.1,0.5,-8,-18,27,0.7,0.7,0.8,-5
O=C1CCCN1c1ccc(S(=O)(=O)NCc2ccco2)cc1,-8,1,0.9,-1,-13,8,1.1,0.9,1,-2
C#Cc1ccc([C@@H]2C=C(C(=O)N3CCN(Cc4ccc5c(c4)OCO5)CC3)O[C@H](OCCCCO)C2)cc1,5,1.1,1,-3,-9,53*,1,0.5,1,-7
CC(C)(C)C(=O)/C=C(N)/C=C/c1ccccc1,3,1,0.9,1,-4,11,1,0.9,1,-1
O=C(NCC(=O)N(CCN1CCOCC1)C(C(=O)NC1CCCC1)c1cccs1)c1ccco1 (stereo unspecified),22,1,0.9,0,-4,9,1,0.9,1,-2
Cc1ccc(C(=O)N2CCCC2)cc1Br,-1,1.1,1,3,-14,6,1,0.9,1,-7

# Copied from the results shown, 4 compounds:
SMILES,G6PDH CS,TNAP act hiacc,PMI act hi M6P,HMGR II inh,TNAP inh no acc,Diaph inh CS,FLuc stim CS,Diaphorase act,PMI activator,TNAP inh hiacc
Cn1c(=O)oc2cc(S(=O)(=O)N3CCN(Cc4ccc5c(c4)OCO5)CC3)ccc21,5,1,0.9,2,5,18,1.1,0.8,1.1,-3
CCNC(=O)NCCc1c[nH]c2ccc(Cl)cc12,5,1,1.1,1,-7,-6,0.9,1.1,1.1,-2
O=C(Cn1nc(-c2ccccc2)c2ccccc2c1=O)NCCN1CCOCC1,2,1,0.9,-1,-6,11,1,0.9,0.9,-1
Cc1ccc(NC(=O)CSc2nnc(CNC(=O)c3ccccc3F)o2)cc1,-3,1,1,-1,-9,-12,1,1.1,1.1,-1
